# High-throughput results from PubChem BioAssay.
# IkB sig inh: IkB Signaling | Potency, µM (series often up to 57.1 µM), without a hit: at the highest dose IkBa stabilization activation | AID 445, 2006 | 110,000 compounds, 0.04% hits | ABC-DLBCL IkBa-CBG/CBR dual luciferase ratio, 4 h; response scale: scaled: untreated 0%, proteasome inhibitor 100%; active = well fitted curve in the direction sought with a large enough effect in the signal ratio, not every such curve was filed as active; inconclusive = small, poorly fitted or top-dose-only effect, or a change in a side signal; the % refers to the signal ratio;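 note: the direction sought is a rising ratio; 0% = basal untreated cells and 100% = reference inhibitor full response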
#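 Luminescence ratio of IκBα-fused green versus native red beetle luciferase in OCI-Ly3 cells, 4 h post-doxycycline with compound; red signal alone, scaled from basal (0%) to zero light (-100%), flagged nonspecific or cytotoxic effects.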
# Imprint erasure: qHTS Assay for Compounds that Induce Erasure of Genomic Imprints; mouse ES Peg3-LacZ reporter, beta-gal luminescence, 40 h; Potency, µM (top dose mostly 60.7 µM), inactives show at the highest dose activity change, positive = activation, most hits filed as activators; 110,000 compounds, 0.02% hits;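 note: 0% = negative control wells on the plate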
#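 Each well holds 300 Peg3LacZ-Neo (maternal) female ES cells incubated 40 h at 37C, 5% CO2. LacZ is measured by BetaGlo luminescence, with AC50 and maximum efficacy derived from dose-response curves.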
# p53ts 39C tox: qHTS Screen for Compounds that Selectively Target Cancer Cells with p53 Mutations: Cytotoxicity of p53ts Cells at the Nonpermissive Temperature; 130,000 compounds, 1.5% hits; AID 902, 2007; H1299-p53A138V viability at 39C, ATP luminescence, 24 h; Potency, µM (top dose mostly 46.1 µM), inactives show top-dose activity change, negative = cell killing, hits mostly cytotoxic; note: nearly all actives have a fitted effect of over 55% in size
# p53ts 32C tox: qHTS Screen for Compounds that Selectively Target Cancer Cells with p53 Mutations: Cytotoxicity of p53ts Cells at the Permissive Temperature; H1299-p53A138V at 32C, ATP luminescence viability, 24 h; Potency, µM (doses to about 46.1 µM), for the others: at the highest dose activity change, negative = cytotoxicity, usual class: cytotoxic; 130,000 compounds, 0.93% hits; AID 924, 2007;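 note: 0% = DMSO and -100% = full killing by reference compound; nearly all actives have a fitted effect of over 55% in size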
#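 H1299-p53 A138V cells (temperature-sensitive p53) exposed 24 h to up to 46 uM compound at 32C, where p53 is wild-type in conformation. Viability read as ATP luminescence and normalised to DMSO and 100 uM tamoxifen. AC50 fitted with the Hill equation.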
# Active calls of the source: *; ? = inconclusive; . = no result given; & = joins results of further samples; [ ] = remark or other dose. Unless noted, calls come from the whole dose curve; as a rule, active = well fitted curve in the direction sought with a large enough effect; inconclusive = small, poorly fitted or top-dose-only effect, or another doubt; inactive = no such curve, though single readings can be large; an effect the other way counts as inactive or inconclusive. Unless noted, % is set by controls: 0 for no effect and ±100 for the full control effect; potency is the fitted concentration of half-maximal effect.
SMILES,IkB sig inh,Imprint erasure,p53ts 39C tox,p53ts 32C tox
CC(C)CCn1c(/C=C/c2ccccc2)nc2ccccc21,?,-6%[10.9 µM],?,?
CCOc1cccc2cc(S(=O)(=O)c3ccccc3F)c(=O)oc12,?,21%[10.9 µM],-8%,-4%
Cc1ccc2oc(C(=O)Nc3c(C(=O)Nc4ccccc4)oc4ccccc34)cc(=O)c2c1,-0.6%,-4%[10.9 µM],12%,5%
COc1ccc(N(CC(=O)Nc2nccs2)S(=O)(=O)c2c(C)nn(C)c2C)cc1,0.1%,-6%,5%,1%
Cc1ccc(C)c(N2CCN(c3ccc4cc(S(=O)(=O)N5CCC(C)CC5)ccc4n3)CC2)c1,-2.2%,-5%[10.9 µM],-15%,1%
O=C(Nc1cc2c(cc1C(=O)c1ccccc1Br)OCCO2)c1ccccc1,3.2%,-10%[10.9 µM],2%,4%
COC(=O)[C@@]1(Cc2ccc(F)cc2)[C@H]2c3cc(C(=O)N(C)C)n(CC4CC4)c3C[C@H]2CN1C(=O)c1ccccc1,.,-10%,-5%,18%
Cc1ccc(CNC(=O)C2CCN(C(=O)N3CC(C)Oc4ccc(Cl)cc43)CC2)cc1 (stereo unspecified),?,15%[10.9 µM],-19%,19%
Cc1ccccc1NC(=O)Cn1c(=O)oc2cc(Br)ccc21,?,-10%[10.9 µM],59%[activator],12%
COCCN1C(=O)C(=O)/C(=C(/O)c2cccc(OC)c2)C1c1ccco1 (stereo unspecified),0.7%,.,0%,-7%
Cc1nnc(SCCn2c(Br)nc3c2c(=O)n(C)c(=O)n3C)s1,-0.2%,-9%,-14%,-21%
Cc1nc(C)c(CCNC(=O)c2ccc(C(F)(F)F)cc2)s1,.,.,-12%,-2%
O=C(CSc1nccn1-c1cccc(Cl)c1)Nc1cccc2ccccc12,1.2%,-5%[10.9 µM],-25%,-1%
CCCC(=O)NCc1nc2ccccc2n1C,-1.7%,-10%,-5%,2%
Cn1c(=O)c2c(nc(NCc3cccnc3)n2Cc2cccc(C(F)(F)F)c2)n(C)c1=O,2.0%,-24%,-16%,-19%
O=c1[nH]c2cc(Br)ccc2n2cccc12,-0.7%,17%[10.9 µM],2%,2%
NS(=O)(=O)c1nc(S(=O)(=O)O)c2[nH]cnc2n1,-0.7%[11.4 µM],1%[10.9 µM],1%[9.22 µM],5%[9.22 µM]
COc1ccc(O)c(C(=O)c2cnc3onc(C)c3c2)c1,0.7%,-14%,-1%,32%[activator]
Cc1ccccc1OCC(=O)Nc1ccc2c(c1)COC2=O,9.8%,.,-10%,3%
CCN(C(=O)CSc1nnnn1-c1cc(C)ccc1OC)C1CCS(=O)(=O)C1 (stereo unspecified),1.1%,-1%,-1%,3%
CC(C)c1cccc(OCCn2c(-c3ccc(Cl)cc3)nc3ccccc3c2=O)c1,1.2%,-2%[10.9 µM],0%,-1%
CC(CCc1ccco1)NC(=O)c1cc2c(-c3ccccc3F)nn(C)c2s1 (stereo unspecified),?,-26%,11%,5%
Cc1ccc(C)c(N2CCN(C(=O)C(C)n3nc(C)c4sc5ccccc5c4c3=O)CC2)c1 (stereo unspecified),0.9%,-11%[10.9 µM],-10%,-12%
O=C(C1=C(O)C(=O)N(CCc2ccccc2)C1c1cccnc1)c1ccco1 (stereo unspecified),0.7%,-2%,-7%,0%
Cc1ccc(C(=O)Nc2nc(-c3ccccc3)c(-c3ccccc3)o2)cc1,.,.,-12%,-13%
Cc1ccc(NC(=O)Cc2coc3c(C)c(C)ccc23)cc1Cl,-0.4%,-6%[10.9 µM],-23%,-17%
O=C1CSC(c2ccccn2)N1c1ccccc1 (stereo unspecified),0.5%,-17%,-6%,-3%
O=C1CC(c2ccccc2)Cc2[nH]c(=O)c(-c3nc(-c4cccc(Cl)c4)cs3)cc21 (stereo unspecified),?,-20%[10.9 µM],-3%,25%
CCN(CC)C(=O)c1cnn(-c2ccc(F)cc2)c1-n1cccc1,?,-4%[10.9 µM],6%,7%
CCCN(Cc1cccs1)C(=O)Nc1ccc(Br)c(C)c1,?,-4%[10.9 µM],-17%,-3%
O=C(CSc1nc(-c2ccccc2)cc(=O)[nH]1)NCc1ccc2c(c1)OCO2,-0.2%,-1%,7%,-15%
CCOC(=O)c1sc(NC(=O)c2nc(SC)ncc2Cl)c(C(=O)OCC)c1C,0.1%,-4%[10.9 µM],1%,6%
COc1ccc(-n2c(=O)c3sc4ccccc4c3n(CC(=O)NCc3ccccc3)c2=O)cc1,1.8%,-18%[10.9 µM],-24%,5%
COc1ccc(N2CC(C(=O)NCCc3ccc(OC)c(OC)c3)CC2=O)cc1 (stereo unspecified),-0.9%,3%,8%,5%
COc1ccc(S(=O)(=O)NCCc2nnc3ccc(SCC(=O)Nc4ccc(C(F)(F)F)cc4)nn23)cc1,-1.2%,-9%[10.9 µM],-25%,-5%
Cc1ccc(OCc2nnc(SCC(=O)NC3CCCCC3)n2C)cc1,1.5%,4%,-3%,-4%
C=CCSc1nc2c(c(=O)[nH]1)C(C(C)C)C(C#N)=C(N)O2 (stereo unspecified),-2.2%,5%,-12%,6%
CCCc1nc(NCc2ccco2)c(C#N)c2c1COC(C)(C)C2,-2.7%,6%,4%,1%
CCOc1ccc(-n2c(SCC(=O)N3CCCCC3)nc3c([nH]c4ccccc43)c2=O)cc1,?,18%[10.9 µM],-22%,0%
CCOc1ccccc1N1CC(c2nc3ccccc3n2CCOc2ccccc2)CC1=O (stereo unspecified),0.4%,7%[10.9 µM],-20%,4%
CCCNS(=O)(=O)c1ccc(OCC(=O)NCc2ccco2)cc1,-0.8%,-13%,3%,3%
O=C(CCCc1nc2ccccc2s1)N1CCN(c2ccccc2F)CC1,.,.,7%,25%
Cc1ccc(S(=O)(=O)/N=C(/Nc2nc(C)cc(C)n2)N2CCOCC2)cc1,1.4%,7%,5%,-2%
COc1ccc(-c2ccc(-c3noc(C(C)C)n3)c(OC)n2)cc1,4.5%,-16%,-8%,-11%
O=C(NCCCCNC(=O)c1cccnc1)c1cccnc1,-1.2%,8%,5%,-3%
CCN=c1scc(-c2ccc3c(c2)NC(=O)CO3)n1N=C1CCCC1,?,-19%,-12%,8%
CCOc1ccc(NC(=O)c2cc(S(=O)(=O)N3CCCCCC3)cn2C)cc1,-1.1%,-7%[10.9 µM],?,-2%
COc1ccc(CCNC(=O)C2CC(=O)N(CCc3ccccc3)C2)cc1OC (stereo unspecified),1.4%,-8%[10.9 µM],-15%,1%
CN(C)CCNC(=O)C(=O)NCC(c1cccnc1)N1CCN(c2ccccc2)CC1 (stereo unspecified),?,-11%[10.9 µM],?,-22%
CCc1ccc(N(CC(=O)NC2CCCCC2)S(=O)(=O)c2c(C)noc2C)cc1,0.1%,-12%,-4%,-9%
# The list goes on:
SMILES,IkB sig inh,Imprint erasure,p53ts 39C tox,p53ts 32C tox
CSc1nnc2c(n1)OC(C)=Nc1ccccc1-2,4.6%,19%,11%,0%
COc1ccc(OC)c(NC(=O)CSc2nnc(CNC(=O)COc3ccc(Cl)cc3)o2)c1,0.3%,4%,-2%,-20%
O=C1NC(c2ccccc2)(C(F)(F)F)C(=O)N1Cc1cccnc1 (stereo unspecified),-2.4%,-9%,7%,7%
COC(=O)c1ccc(NC(=O)CNC(=O)C2CCCCC2)cc1,1.3%,-5%,3%,3%
CC1CCc2nc(N)c(C#N)c(-c3cccnc3)c2C1 (stereo unspecified),-0.3%,1%,36%[activator],18%
CN(Cc1ccccc1)Cc1c(F)cccc1F,1.4%,-19%,6%,-8%
CS(=O)(=O)N(CC(=O)N1CCOCC1)c1ccc2c3c(cccc13)CC2,1.1%,0%,12%,4%
CCOc1ccc(N(C)S(=O)(=O)c2ccc3[nH]cc(C(=O)NCc4ccccc4)c(=O)c3c2)cc1,-1.8%,-10%[10.9 µM],25%,6%
O=C(CN1CCN(c2ccccc2)CC1)Nc1ccc(-n2cnnn2)cc1,0.9%,-10%,1%,5%
O=C(CN1CCCCC1)Nc1cccc(Cl)c1Cl,-3.4%,-3%,-1%,8%

# Reprinted at random: three records from the list, in no set order.
SMILES,IkB sig inh,Imprint erasure,p53ts 39C tox,p53ts 32C tox
COC(=O)c1ccc(NC(=O)CNC(=O)C2CCCCC2)cc1,1.3%,-5%,3%,3%
Cc1ccc(C)c(N2CCN(c3ccc4cc(S(=O)(=O)N5CCC(C)CC5)ccc4n3)CC2)c1,-2.2%,-5%[10.9 µM],-15%,1%
CCOc1cccc2cc(S(=O)(=O)c3ccccc3F)c(=O)oc12,?,21%[10.9 µM],-8%,-4%

# (list continues)
SMILES,IkB sig inh,Imprint erasure,p53ts 39C tox,p53ts 32C tox
CCOC(=O)C1CCCN(C(=O)Cn2nc(CC)n3c(cc4sccc43)c2=O)C1 (stereo unspecified),-1.9%,-9%,9%,-1%
N#Cc1c(NC(=O)CN2CCCCC2)sc2c1CCC2,-0.7%,-10%,11%,1%
O=C(CSc1nnc(COc2ccccc2)n1Cc1ccco1)Nc1ccc2c(c1)OCCO2,0.0%,?,18%,13%
CCOC(=O)c1c(C)[nH]c(C)c1S(=O)(=O)N1CCC(C(=O)N2CCN(c3ccc(Cl)cc3)CC2)CC1,?,-11%[10.9 µM],-18%,1%
COc1cc(OC)c(S(=O)(=O)NCc2ccco2)cc1S(=O)(=O)NCc1ccco1,3.1%,-4%,1%,-2%
N#Cc1cc2nc(O)c(O)nc2cc1[N+](=O)[O-],1.1%&-5.4%,-8%&-4%,-7%&21%,9%&12%
CCCCOC(=O)c1ccc(N2C(=O)CC(N3CCN(C/C=C/c4ccccc4)CC3)C2=O)cc1 (stereo unspecified),3.7%,10%,-2%,-9%
CN(C)S(=O)(=O)N(CC(=O)NCCSCc1ccc(Cl)cc1Cl)c1ccccc1,?,-10%[10.9 µM],-25%,-2%
COc1nc(NCc2cccnc2)nc(OC)n1,-1.4%,-3%,6%,0%
N#Cc1c(N)sc(=S)c2c1CCN(Cc1ccccc1)C2,?,.,-3%,-15%
Cc1cc(C)nc(N2C(=O)CC(C(=O)O)NC2=NCCc2c[nH]c3ccccc23)n1 (stereo unspecified),2.7%,-2%,5%,6%
Cc1ccc(N(C)C(=O)Cn2nc(Cc3ccncc3)c3ccccc3c2=O)cc1C,0.7%,-14%[10.9 µM],1%,-6%
Fc1ccc(Nc2nc(N3CCOCC3)c3ccccc3n2)cc1,?,-11%,-1%,1%
COc1nc(Oc2ccc(=O)n(C)n2)nc(N(C)C)n1,0.9%,-7%,6%,19%
Cn1c(NCCO)nc2c1c(=O)n(Cc1ccccc1Cl)c(=O)n2C,?,-3%[10.9 µM],2%,8%
COc1ccc(OC)c(NC(=O)c2ccc3c(c2)c(C)c(C)n3Cc2ccc(F)cc2)c1,-1.3%,-17%[10.9 µM],16%,5%
Cn1c(N)c(C(=O)COC(=O)c2cc(C(F)(F)F)nc3c(C(F)(F)F)cccc23)c(=O)n(C)c1=O,.,-9%,-11%,-7%
CC(C)(C)C1CCc2onc(C(=O)NCc3ccc(F)cc3)c2C1 (stereo unspecified),?,-11%,0%,7%
CCCC(=O)Nc1c(C(=O)N2CCN(c3ccccc3)CC2)oc2ccccc12,?,-15%[10.9 µM],13%,-10%
Cc1cc(C(=O)N2CCN(c3ccccc3)CC2)c2c(C)nn(-c3cccc(F)c3)c2n1,-2.1%,-5%[10.9 µM],-16%,-9%
O=C(Nc1ccc2c(c1)OCO2)NC1CCN(Cc2ccccc2)CC1,-1.9%,-12%,-4%,-4%
Brc1ccc(-c2nnc(-c3ccco3)o2)cc1,.,.,-6%,-18%

# Among those listed so far, 5 contain a CF3 group.
SMILES,IkB sig inh,Imprint erasure,p53ts 39C tox,p53ts 32C tox
Cc1nc(C)c(CCNC(=O)c2ccc(C(F)(F)F)cc2)s1,.,.,-12%,-2%
Cn1c(=O)c2c(nc(NCc3cccnc3)n2Cc2cccc(C(F)(F)F)c2)n(C)c1=O,2.0%,-24%,-16%,-19%
COc1ccc(S(=O)(=O)NCCc2nnc3ccc(SCC(=O)Nc4ccc(C(F)(F)F)cc4)nn23)cc1,-1.2%,-9%[10.9 µM],-25%,-5%
O=C1NC(c2ccccc2)(C(F)(F)F)C(=O)N1Cc1cccnc1 (stereo unspecified),-2.4%,-9%,7%,7%
Cn1c(N)c(C(=O)COC(=O)c2cc(C(F)(F)F)nc3c(C(F)(F)F)cccc23)c(=O)n(C)c1=O,.,-9%,-11%,-7%
